CASP6 VEID inh = inhibitors of human caspase-6 | AID 686996 | 350,000 compounds, 0.53% hits | P55212 | purified caspase-6, Z-VEID-R110 cleavage fluorescence | inhibition, % at 12.5 µM;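 active means mean inhibition across replicates at least about 35%, with every replicate also reaching that limit, limit read from the data; inconclusive means only one of the two criteria met; inactive means neither criterion met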;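 further: 0% = median of neutral control wells and 100% = no fluorescence left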
Target sequence (P55212 24-179 limits assumed): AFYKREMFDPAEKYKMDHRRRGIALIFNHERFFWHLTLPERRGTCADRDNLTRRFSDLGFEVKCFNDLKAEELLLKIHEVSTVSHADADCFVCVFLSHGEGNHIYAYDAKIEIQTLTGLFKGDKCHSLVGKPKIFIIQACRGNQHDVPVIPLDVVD
Target sequence (P55212 194-293 limits assumed): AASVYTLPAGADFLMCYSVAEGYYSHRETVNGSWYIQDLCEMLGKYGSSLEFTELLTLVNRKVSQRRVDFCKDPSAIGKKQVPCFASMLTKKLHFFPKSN
RAD54 branch = inhibitors of human RAD54 branch migration. 360,000 compounds, 0.14% hits. AID 602329. RAD54 Holliday junction branch migration, FAM/BHQ fluorescence. Q92698. inhibition, % at 10.4 µM;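 active means mean normalized replicate activity at least 40 and at least half of replicates scoring 40 or more; inconclusive means only one of the two criteria met; inactive means mean below 40 and under half of replicates reaching 40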;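 further: 0% = median of neutral control wells and 100% = median of positive control wells; inhibitors cause a drop in the FAM fluorescence signal; in these data hits start at about 50%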
ERp5 block = blocks human ERp5 reductase activity on insulin. 350,000 compounds, 0.05% hits. Q15084. ERp5 insulin aggregation, absorbance 650 nm, 90 min. AID 651711. inhibition, % at 9.99 µM;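 active means mean replicate inhibition above about 25%, with every replicate also reaching it, limit read from the data, passing the limit was not always enough; inconclusive means only one of those two criteria met; inactive means neither criterion met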
PglD DTNB = inhibitors of Campylobacter jejuni PglD acetyltransferase; purified PglD enzyme, DTNB colorimetric CoA detection; 360,000 compounds, 0.098% hits; AID 602405; inhibition, % at 12.5 µM; in the data active means inhibition above about 16%, passing the limit was not always enough; inconclusive means no clear call, values can overlap the other calls; further: strong numbers were not always called active
E-sel inducer = induces E-selectin expression in human endothelial cells. HUVEC E-selectin immunofluorescence imaging; normalized: neutral wells 0, TNF-alpha wells 100. 260,000 compounds, 0.37% hits. AID 686992. P16581. activation, % at 7.58 µM;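 active means mean E-selectin-positive cell signal at least 10% of the positive control, reached in at least 60% of replicates, without over 20% cell loss; inconclusive means no rule given, readout overlaps actives, possibly toxicity-flagged; inactive means the rest, including those meeting only one limit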;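 further: in these data hits start at about 27%; measured in HUVEC primary endothelial cells; signal is the percent of cells scored E-selectin positive by PE staining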
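System: HUVEC, human umbilical vein endothelial cells; quantity: 3,000 cells/well; buffer or medium: EGM-2 medium, gelatin-coated wells; dosing: single-point compound dose; detection: immunofluorescence imaging; evaluation: % PE-positive cells; benchmarks: TNF-alpha, DMSO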
esBAF inh = SWI/SNF esBAF complex inhibition | mouse ES cells, Bmi1-luciferase knock-in reporter, 24 h; 100% = twice the neutral-well signal | reporter increase, % at 12.5 µM | 350,000 compounds, 2% hits | AID 602393; in the data active means activation above about 40%; inconclusive means no clear call, values can overlap the other calls;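 further: 0% = median of the plate's neutral control wells and 100% = double that signal; a rise in the Bmi1 reporter signal indicates esBAF inhibition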
ARNT TACC3 PPI = disruptors of human ARNT/TACC3 interaction | AlphaScreen His-ARNT PAS-B/GST-TACC3 binding, luminescence; TACC3 fragment carries E629A point mutation | inhibition, % at 9.99 µM | 390,000 compounds, 0.66% hits;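 active means mean inhibition of replicates at least 50% and at least half of replicates each reaching 50%; inconclusive means half or more replicates reach 50% but mean below 50%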;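 further: 0% = complete ARNT plus TACC3 wells and 100% = ARNT alone without TACC3; many hits fall short of the cut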
RAD52 anneal inh = inhibitors of human RAD52 DNA annealing; P43351; recombinant RAD52 DNA annealing, FRET fluorescence; inhibition, % at 18.7 µM; 360,000 compounds, 0.46% hits; AID 651710;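 active means every replicate showing at least 50% inhibition; inconclusive means mean inhibition at least 50% but not in every replicate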
Target sequence (P43351 whole entry, looked up): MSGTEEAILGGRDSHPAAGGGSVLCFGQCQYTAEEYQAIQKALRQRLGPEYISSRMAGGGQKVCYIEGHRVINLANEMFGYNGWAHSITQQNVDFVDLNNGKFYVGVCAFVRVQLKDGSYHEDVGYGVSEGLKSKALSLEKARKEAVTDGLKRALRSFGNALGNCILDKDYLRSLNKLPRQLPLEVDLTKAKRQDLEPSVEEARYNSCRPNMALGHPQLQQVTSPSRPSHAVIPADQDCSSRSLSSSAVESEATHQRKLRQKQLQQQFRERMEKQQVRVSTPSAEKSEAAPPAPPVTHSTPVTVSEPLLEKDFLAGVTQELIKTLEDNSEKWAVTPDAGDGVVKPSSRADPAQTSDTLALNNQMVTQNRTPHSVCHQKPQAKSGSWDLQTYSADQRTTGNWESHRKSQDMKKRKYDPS
The depositor's hits bear a star; u = inconclusive; x = not tested or not shown.

Under each structure – ARNT TACC3 PPI	E-sel inducer	esBAF inh	CASP6 VEID inh	RAD52 anneal inh	PglD DTNB	RAD54 branch	ERp5 block
- COc1ccc(C2Nc3ccccc3C(=O)N2Cc2ccccc2)cc1CSc1ccccn1 (stereo unspecified)
 : -17	x	x	-1	3	6	0	0
- COc1ccc(NS(=O)(=O)c2cccc3nsnc23)cc1Cl
 : 14	-0.2	-1	0	-19	3	9	-1
- O=C(NNC1=Nc2ccccc2SC1)c1ccc(Cl)cc1
 : 15	x	x	-1	-4	-1	6	x
- COc1ccc(S(=O)(=O)N[C@@H]2C=C[C@H](CC(=O)N3CCN(c4ccccc4)CC3)O[C@H]2CO)cc1
 : -15	-0.9	5	2	-46	-2	-3	-6
- Cc1c(C(=O)N(C)Cc2cccc(F)c2)oc2c(Cl)cccc12
 : -4	0.2	-4	1	-13	9	-9	2
- CC1CN(C(=O)c2cc(COc3c(F)cccc3F)on2)CCN1C (stereo unspecified)
 : -8	x	x	-2	-15	0	-6	-6
- CCN(c1ccc(F)cc1)S(=O)(=O)c1cccc2nsnc12
 : -2	-0.1	1	8	-7	2	5	1
- COc1ccc(CNC(=O)CN2C(=O)NC(Cc3ccccc3)(c3ccccc3)C2=O)cc1OC (stereo unspecified)
 : -5	x	5	1	-16	-3	9	7
- Nc1cc(-c2cccc(Br)c2)nn1Cc1ccccc1
 : -9	x	0	-1	-8	-3	5	-2
- COc1ccc(-n2nc3ccc(N)cc3n2)cc1
 : x	0.7	-59	-3	-5	x	12	-5

Filtered by structure: those above with sulfur
Under each structure – ARNT TACC3 PPI	E-sel inducer	esBAF inh	CASP6 VEID inh	RAD52 anneal inh	PglD DTNB	RAD54 branch	ERp5 block
- COc1ccc(C2Nc3ccccc3C(=O)N2Cc2ccccc2)cc1CSc1ccccn1 (stereo unspecified)
 : -17	x	x	-1	3	6	0	0
- COc1ccc(NS(=O)(=O)c2cccc3nsnc23)cc1Cl
 : 14	-0.2	-1	0	-19	3	9	-1
- O=C(NNC1=Nc2ccccc2SC1)c1ccc(Cl)cc1
 : 15	x	x	-1	-4	-1	6	x
- COc1ccc(S(=O)(=O)N[C@@H]2C=C[C@H](CC(=O)N3CCN(c4ccccc4)CC3)O[C@H]2CO)cc1
 : -15	-0.9	5	2	-46	-2	-3	-6
- CCN(c1ccc(F)cc1)S(=O)(=O)c1cccc2nsnc12
 : -2	-0.1	1	8	-7	2	5	1

Next part
Under each structure – ARNT TACC3 PPI	E-sel inducer	esBAF inh	CASP6 VEID inh	RAD52 anneal inh	PglD DTNB	RAD54 branch	ERp5 block
- Cc1noc(C)c1S(=O)(=O)N(C)C[C@@H]1Oc2ccc(NC(=O)Nc3cccc4ccccc34)cc2CC(=O)N([C@@H](C)CO)C[C@H]1C
 : x	0.0	-2	-2	9	-1	-3	7
- O=C(Nc1ccc(N2CCN(C(=O)c3ccco3)CC2)cc1)c1ccco1
 : 0	0.0	12	x	-5	x	15	0
- O=C(CNC(=O)c1ccc(Br)o1)Nc1ccccc1
 : -6	0.2	-4	4	-18	-1	-4	0
- Cc1noc(C)c1S(=O)(=O)N(C)C[C@@H]1OCCCC[C@@H](C)Oc2ccc(NS(C)(=O)=O)cc2C(=O)N([C@@H](C)CO)C[C@H]1C
 : -3	x	4	2	10	6	-9	1
- CC1CC1C(=O)OCC(=O)NC(=O)c1ccc(C(C)(C)C)cc1 (stereo unspecified)
 : -1	0.0	x	0	-13	4	-3	-2
- CO[C@@H]1CN(C)C(=O)c2cc(NC(=O)c3cnccn3)ccc2OC[C@@H](C)NC[C@@H]1C
 : -9	3.1	-1	-2	-57	4	1	-6
- CC(=O)COC(=O)C1CCN(S(=O)(=O)c2cc([N+](=O)[O-])ccc2Cl)CC1
 : -1	-0.2	-9	1	-16	1	9	2
- O=C(Nc1nc(-c2cc(F)ccc2F)cs1)C1=COCCO1
 : -6	0.7	u	4	-5	1	7	-3
- CCCC(=O)c1cn(CC(=O)OC)c2ccccc12
 : -6	x	-8	x	x	2	-3	x
- CCCNC(=O)C1(C)CCCN(C(=O)Cc2ccc3ccccc3c2)C1 (stereo unspecified)
 : x	u	0	-1	-5	-2	1	2
- C/C(=N\NC(=O)c1ccccc1Cl)c1ccccn1
 : 67*	-0.1	0	5	-8	5	7	1
- CCOC(=O)c1cc(CC)sc1NC(=O)c1ccc([N+](=O)[O-])c(N2CCOCC2)c1
 : -8	x	x	-1	-3	x	x	-2
- Cc1cc(C)c(NC(=O)/C=C\C(=O)O)c([N+](=O)[O-])c1
 : -3	x	4	x	x	1	-13	x
- O=C(Cc1ccc(F)cc1)Nc1c(C(=O)N2CCN(c3ncccn3)CC2)oc2ccccc12
 : -5	x	8	9	4	-8	2	0
- Cc1nn(-c2ccccc2)c(C)c1/C=C/C(=O)OC(C)C(N)=O (stereo unspecified)
 : -3	x	x	-1	-20	-9	-5	6
- Cc1ccc2nc(N3C(=O)C(O)=C(C(=O)c4ccco4)C3c3ccc(O)cc3)sc2c1 (stereo unspecified)
 : x	-0.1	7	1	-13	-1	-8	4
- O=C(C1CCCN(Cc2cc(Br)ccc2O)C1)N1CCCCC1 (stereo unspecified)
 : 11	0.4	1	-8	-6	-3	-6	-1
- CCCC(=O)Nc1ccc2c(c1)C(=O)N(C)C[C@H](OC)[C@@H](C)CN(C(=O)c1cccnc1)[C@@H](C)CO2
 : 2	-0.2	-1	-3	-8	-3	-1	-5
- C[C@@H]1CN([C@H](C)CO)C(=O)c2cc(C#Cc3cccc(F)c3)cnc2O[C@@H]1CN(C)CC1CCOCC1
 : -4	0.0	0	-1	13	-1	-3	-9
- Cc1noc(C)c1NC(=O)Nc1ccc2c(c1)C(=O)N([C@H](C)CO)C[C@H](C)[C@@H](CN(C)S(=O)(=O)c1cccs1)OCCCC[C@@H](C)O2
 : -5	-0.1	-3	-3	22	2	5	-2
- COc1ccc(NC(=O)CSc2nnc(C3CCCCC3)n2N)cc1
 : -3	0.5	2	-2	-6	2	7	-1
- CC(C)(CC(=O)O)CC(=O)Nc1cc(C(F)(F)F)cc(C(F)(F)F)c1
 : -5	10	-6	1	-1	6	x	2
- CC(C)C(N)c1csc(Nc2ccc(C(=O)N(C)Cc3ccccc3)cn2)n1 (stereo unspecified)
 : x	x	3	-2	30	-6	5	7
- Cc1ccc(Oc2ncnc(N)c2[N+](=O)[O-])cc1C
 : 0	-1.5	4	13	-10	2	0	2
- Cc1oc2c(cc(NS(=O)(=O)c3cccs3)c3ccccc32)c1C(=O)OC(C)C
 : 4	x	-9	x	x	-3	-4	x
- CCc1nnc(NC(=O)CSc2nnc(-c3ccccc3O)n2-c2ccc(C)cc2C)s1
 : 1	x	-7	x	x	1	-3	x
- CC(C)(C)c1ccc(NC(=O)NCc2ccco2)cc1
 : -10	x	u	-1	-5	-1	-1	-10
- O=C(COc1ccc(CO)cc1Cl)Nc1ccc(F)cc1
 : -6	x	5	x	x	-5	-1	x
- COc1ccc(NC(=O)Cn2c(-c3ccccc3)cn(-c3ccc(C)cc3)c2=O)cc1
 : -2	x	12	x	x	5	-2	x
- O=C(c1ccco1)N1CCN=C1SCc1ccccc1Cl
 : -8	x	1	-1	-20	1	-11	-3
- O=C(NC1CCCCC1)c1cc(-c2ccccc2Cl)on1
 : -6	x	57*	-3	6	x	x	-14
- COc1ccccc1NC(=O)C1CC(C)OC1=O (stereo unspecified)
 : -7	1.0	-6	0	-4	4	8	-1
- COc1ccccc1NS(=O)(=O)c1cc(C(=O)NCCC(C)C)ccc1F
 : -3	x	-1	-2	-9	3	-2	-3
- CC(C)NC(=O)Nc1ccc2c(c1)CC(=O)N([C@@H](C)CO)C[C@H](C)[C@H](CN(C)Cc1ccc3c(c1)OCO3)O2
 : 16	-12	-4	-8	6	-1	13	3
- Cc1nc(N/N=C/c2cccnc2)cc(N2CCOCC2)n1
 : x	-0.1	-1	1	-5	-5	-11	3
- Nc1cc(C(=O)OCC(=O)NCCNC(=O)COC(=O)c2ccc(Cl)c(N)c2)ccc1Cl
 : -2	x	-2	x	-24	0	-7	-4
- CC(C)NC(=O)N(C)C[C@H]1OCCCC[C@H](C)Oc2ccc(NC(=O)Cc3ccccc3)cc2C(=O)N([C@H](C)CO)C[C@@H]1C
 : -10	-0.2	x	2	-7	0	-7	2
- CN(CC(=O)Nc1ccc(F)cc1)C(=O)COC(=O)/C=C/c1ccccc1[N+](=O)[O-]
 : 4	-0.8	-2	2	10	1	3	-9
- COC(=O)c1cc2c(c3c4cc(F)ccc4n(S(=O)(=O)c4cccc(C)c4)c13)C(=O)N(Cc1ccco1)C2
 : x	-0.3	x	2	-31	x	x	3
- CC(=O)Nc1cccc(C(=O)N2CCN(S(=O)(=O)Cc3ccccc3)CC2)c1
 : x	x	4	0	-1	x	x	-1
- COc1ccc2c3c([nH]c2c1)[C@@H](CO)N(C(=O)Nc1ccc(F)cc1)CC31CCN(Cc2cc(-c3ccccc3)on2)CC1
 : x	-0.2	x	1	-10	x	x	-4
- COc1cc(NC(=O)c2ccnn2C)c(OC)cc1Cl
 : 18	x	x	1	-4	x	x	1
- CCN(c1ccccc1)S(=O)(=O)c1ccc(OC)c(NC(=O)C2=NN(c3ccccc3)C(=O)CC2)c1
 : -4	0.4	-1	6	-16	-2	5	-2
- Cc1csc(NC(=O)CSc2nc3ccccc3s2)n1
 : -4	x	-3	x	x	-4	-2	x
- CC(=O)NCCc1ccc(S(=O)(=O)N2CCN(c3nc(-c4ccccc4)c(C)s3)CC2)cc1
 : -8	0.3	3	6	-5	0	-1	-1
- N#Cc1ccccc1S(=O)(=O)N1CCN(CC(=O)NCC2(N3CCOCC3)CCCCC2)CC1
 : -3	-1.3	1	-5	-33	2	-4	5
- Cc1ccc(C)c(C(=O)COC(=O)CCN2C(=O)C3C4CCC(C4)C3C2=O)c1 (stereo unspecified)
 : -6	x	x	0	-4	-1	1	0
- COc1ccc(CCN2C(=O)N(c3ccc(OC)cc3)C(=O)C2CC(=O)Nc2ccccc2)cc1 (stereo unspecified)
 : x	x	0	1	-10	-3	-2	6
- CCCCOC(=O)c1ccc(NC(=O)c2ccccc2OC)cc1
 : -15	x	x	-4	-4	x	x	2
